Bioassay records from PubChem BioAssay.
Tb hexokinase = Trypanosoma brucei hexokinase 1 inhibitors, primary screen, biochemical, G6PDH-coupled NADH absorbance, MLSCN library; recombinant TbHK1, G6PDH-coupled NADH A340; hexokinase 1 [Trypanosoma brucei]; hit rate 0.11% among 220,000; inhibition, % at 10 µM; AID 1430, 2008;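 active = inhibition of 50% or more in the single-dose primary screen; inactive = inhibition below 50%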
p97 ATPase inh = inhibitors of human p97 ATPase, primary screen, biochemical; Transitional endoplasmic reticulum ATPase (Homo sapiens), P55072; recombinant p97 ATPase, Kinase-Glo ATP luminescence, 3 h; inhibition, % at 8 µM; hit rate 0.42% among 220,000; AID 1481, 2009; in the data active = inhibition above about 15%;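 also: 0% = DMSO vehicle and 100% = wells lacking enzyme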
Furin inhibitor = human furin inhibitors, primary screen, biochemical, fluorescence intensity | purified furin, fluorogenic substrate cleavage | inhibition, % at 30 µM | hit rate 0.061% among 220,000; in the data active = inhibition above about 25%; also: inactives centre near -15
Target sequence (P09958 108-714 limits assumed): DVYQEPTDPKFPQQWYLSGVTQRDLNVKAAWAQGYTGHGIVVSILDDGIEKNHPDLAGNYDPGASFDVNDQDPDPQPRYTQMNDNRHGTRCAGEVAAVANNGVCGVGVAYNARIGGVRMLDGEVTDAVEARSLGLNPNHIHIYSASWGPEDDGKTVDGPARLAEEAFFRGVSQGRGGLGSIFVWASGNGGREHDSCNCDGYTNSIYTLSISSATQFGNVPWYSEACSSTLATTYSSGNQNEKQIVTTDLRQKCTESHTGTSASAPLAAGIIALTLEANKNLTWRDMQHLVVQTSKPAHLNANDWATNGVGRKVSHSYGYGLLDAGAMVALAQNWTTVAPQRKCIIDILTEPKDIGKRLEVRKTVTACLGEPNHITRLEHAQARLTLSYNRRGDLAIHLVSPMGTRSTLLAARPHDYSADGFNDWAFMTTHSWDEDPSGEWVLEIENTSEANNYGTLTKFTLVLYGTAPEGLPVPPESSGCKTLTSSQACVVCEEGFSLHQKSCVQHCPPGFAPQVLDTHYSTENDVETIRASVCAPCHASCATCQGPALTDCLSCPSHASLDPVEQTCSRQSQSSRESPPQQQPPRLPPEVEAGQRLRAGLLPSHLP
RBBP9 inhibitor = human RBBP9 inhibitors, primary screen, biochemical, fluorescence polarization, FP-Rh probe, HTS; hit rate 0.2% among 220,000; Serine hydrolase RBBP9 (Homo sapiens), O75884; recombinant RBBP9; inhibition, % at 7.94 µM;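 active = inhibition above the campaign mean of all tested compounds plus 3 SD, cut at about 14% in these data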;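 also: plate controls were DMSO wells with RBBP9 for no effect and wells lacking RBBP9 protein for full effect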
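Controls: DMSO-treated enzyme wells and wells lacking RBBP9 | Material: RBBP9 protein | Technique: Fluorescence polarization | Replication: Single well per compound, no replicates | Buffer or medium: Tris-NaCl-Pluronic buffer, pH 8.0 | Timing: 30 min compound preincubation, 45 min probe labeling, 25 °C | Read-out basis: Percent inhibition from mP, scaled between DMSO and no-protein wells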
PGE2 EP2 inh = human EP2 receptor antagonists, primary screen, TR-FRET cAMP, C6 glioma cells; C6 glioma cells expressing human EP2; cells stimulated with saturating PGE2; hit rate 0.52% among 260,000; inhibition, % at 25 µM; AID 1422, 2008;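 active = percent inhibition above 40 after rounding to a whole number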;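 also: rat C6 glioma host cells with rolipram phosphodiesterase inhibitor present; the protocol text gives 20 µM as final concentration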
PPC-1+TRAIL kill = compounds killing PPC-1 cancer cells with TRAIL present, primary screen, TRAIL potentiator project, ATPLite luminescence, uHTS; PPC-1 cells + TRAIL, ATPLite viability luminescence; cell killing (% activity), % at 4 µM; hit rate 0.41% among 220,000; AID 1443, 2008;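 active = cell killing above 50% in the first pass at 4 µM, then a duplicate retest at 5 µM averaging 50% or more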;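 also: plate controls were cells with TRAIL plus DMSO for no effect and medium-only wells lacking cells for full effect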
NCF1 inh = p47phox/p22phox peptide binding inhibitors, primary screen, biochemical, uHTS, NADPH oxidase regulatory subunit. Neutrophil cytosol factor 1 (Homo sapiens), P14598. fluorescence polarization, 2 h. inhibition, % at 24.7 µM. hit rate 0.53% among 220,000;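 active = inhibition above about 30%, limit read from the data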;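 also: 0% = p47phox with labelled peptide and 100% = labelled peptide alone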
Target sequence (P14598 whole entry, looked up): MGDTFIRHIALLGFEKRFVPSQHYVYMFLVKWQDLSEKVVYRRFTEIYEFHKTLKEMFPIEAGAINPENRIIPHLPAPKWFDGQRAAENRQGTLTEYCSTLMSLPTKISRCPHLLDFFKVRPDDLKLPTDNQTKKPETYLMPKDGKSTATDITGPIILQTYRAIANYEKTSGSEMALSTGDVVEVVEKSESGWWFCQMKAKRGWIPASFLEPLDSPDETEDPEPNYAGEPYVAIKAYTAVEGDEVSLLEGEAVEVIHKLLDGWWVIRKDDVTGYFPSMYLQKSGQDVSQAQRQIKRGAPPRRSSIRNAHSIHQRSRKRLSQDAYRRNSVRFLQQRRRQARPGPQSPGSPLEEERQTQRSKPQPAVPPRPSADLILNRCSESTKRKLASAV
Ba/F3 V617F tox = reduced viability of JAK2V617F-dependent Ba/F3 cells, primary screen, JAK2V617F inhibitor project, cell-based, Ba/F3 EpoR-JAK2V617F, luminescence. ATP luminescence. inhibition, % at 5.6 µM. hit rate 1.1% among 220,000;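 active = inhibition above the campaign mean plus 3 SD over all tested compounds, cut at about 24% in these data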;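 also: cytokine-independent growth of Ba/F3 cells driven by EpoR plus mutant JAK2; 0% = DMSO-treated cells and 100% = JAK inhibitor I control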
BaF3 tox = parental Ba/F3 cell viability inhibition, counter-screen for JAK2V617F inhibitor project, murine pro-B, CellTiter-Glo luminescence. inhibition, % at 5.6 µM. hit rate 1.1% among 220,000. CellTiter-Glo ATP luminescence;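 active = inhibition above a per-campaign cutoff, the mean inhibition of all tested compounds plus 3 SD, cut at about 27% in these data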;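 also: 0% = DMSO wells and 100% = JAK Inhibitor I control wells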
Starred values were filed as active, the others as inactive; · = no result given; & = joins results of further samples; [ ] = dose if it differs, or a comment. This is a subset; the hit share may differ from the screen's.

SMILES | Tb hexokinase | p97 ATPase inh | Furin inhibitor | RBBP9 inhibitor | PGE2 EP2 inh | PPC-1+TRAIL kill | NCF1 inh | Ba/F3 V617F tox | BaF3 tox
CCc1ccccc1NC1c2ccccc2C(=O)N1c1cccnc1 (stereo not given) | 4 | 2 | -14 | 19* | 9 | 19 | 4 | -2 | 3
CCCCn1c(=O)cc(O)c2ccccc21 | 3 | -1 | -5[20 µM] | -3 | 4 | 22 | -8 | 3 | 6
Cc1cc2nc(-c3ccc(SCC(=O)Nc4ccc5c(c4)OCCO5)nc3)[nH]c2cc1C | 0 | 0 | -7 | -2 | 6&9 | 46 | -107 | 0 | 9
O=C(COC(=O)CCCN1C(=O)c2cccc3cccc(c23)C1=O)Nc1cccc(C(F)(F)F)c1 | -3 | 1 | -26 | -10 | 6 | 8 | -15 | 0 | 2
CCOc1ccc(NC(=O)Cc2cccc3ccccc23)c([N+](=O)[O-])c1 | 2 | 4 | -32 | -2 | 11 | 4 | -9 | 1 | 6
CCOC(=O)Cc1csc(NC(=O)c2ccncc2)n1 | -18 | -7 | -20[20 µM] | -3 | 0 | 18 | -4 | -1 | 3
COc1ccc(/C=C/c2cc[n+](C(=O)Cc3ccccc3)cc2)cc1 | -26 | 5 | -11 | -7 | 7 | 23 | 0 | -1 | 0
c1ccc2[nH]c(SN3CCOCC3)nc2c1 | 0 | 2 | -32[20 µM] | 1 | 3 | -9 | 22 | 2 | 2
O=C(Nc1ccc(S(=O)(=O)Nc2ncccn2)cc1)c1cccnc1 | 30 | 4 | -5 | 2 | 4 | 16 | -9 | -1 | 6
COc1ccc(Oc2ccc(N/C=C3\CCCC3=O)cc2)cc1 | 31 | 5 | -12 | -6 | 5 | -7 | -3 | -3 | 2
COc1ccc([N+](=O)[O-])cc1NC(=O)/C=C/C(=O)O | -3 | 1 | -5 | -4 | 9 | 18 | 2 | -3 | 2
Cn1cc(S(=O)(=O)N2CCC(C(N)=O)CC2)c(=O)n(C)c1=O | -12 | 1 | -23 | -2 | 8 | 4 | -5 | 2 | -3
CC(NCc1ccc(OCc2ccc(Cl)cc2)cc1)C(O)c1ccccc1 (stereo not given) | 21 | 5 | -11 | -5 | 10 | 4 | -5 | -1 | 5
O=C(CN1CCCCCCC1)NC(=O)NC1CCCCC1 | -3 | 3 | -22 | 0 | 6 | 2 | -7 | 0 | 5
COc1ccc(/C=N/Nc2snc(SC)c2C#N)cc1OC | -22 | 1 | -16[20 µM] | -8 | 19 | 21 | 12 | 0 | 3
COc1ccccc1NC(=O)CSc1ncn[nH]1 | -5 | -1 | -25 | -11 | 6 | 4 | -19 | 2 | 2
Cc1c(C(=O)Nc2cccc(C(F)(F)F)c2)oc2ccc(S(=O)(=O)N3CCOCC3)cc12 | -2 | 2 | -20 | -7 | 10 | 7 | -1 | -1 | 4
FC(F)(F)c1ccc(-c2csc(-c3ccno3)n2)cc1 | -4 | 8 | -21 | -7 | 5 | 7 | 2 | -4 | -1
O=C(NCc1cccnc1)C(=O)NCC(c1ccco1)N1CCN(c2ccc(F)cc2)CC1 (stereo not given) | 20 | -1 | -5 | 3 | 4 | -4 | -1 | 1 | 6
CCn1ncc(Br)c1C(=O)Nc1cc(C(=O)OC)ccc1C(=O)OC | -3 | 4 | -14 | -10 | 14 | -8 | -16 | -3 | 3
COC(=O)CSc1nc2ccc(N)cc2s1 | -4 | 1 | -16 | 5 | 5 | -6 | -3 | -1 | 2
COc1cc2nc(/C=C/c3cc(OC)c(OC)c(OC)c3)sc2cc1SC | -12 | 1 | -9 | -5 | 11 | -4 | -54 | -1 | 4
O=C(CSc1ncccn1)NC(=O)Nc1ccc2c(c1)OCCO2 | 9 | -6 | -8 | -6 | 13 | 2 | -6 | 6 | 5
CC1CC(C)CN(c2cc(=O)n(Cc3ccc(F)cc3)c(=O)[nH]2)C1 (stereo not given) | -6 | -5 | -26 | -11 | 11 | 0 | -6 | -1 | 2
OCCNc1nc(Nc2ccccc2)nc2ccccc12 | -6 | 4 | -8[20 µM] | -4 | 11 | 10 | 5 | -1 | 1

In the list so far, these have a furan ring, fused or not:
SMILES | Tb hexokinase | p97 ATPase inh | Furin inhibitor | RBBP9 inhibitor | PGE2 EP2 inh | PPC-1+TRAIL kill | NCF1 inh | Ba/F3 V617F tox | BaF3 tox
Cc1c(C(=O)Nc2cccc(C(F)(F)F)c2)oc2ccc(S(=O)(=O)N3CCOCC3)cc12 | -2 | 2 | -20 | -7 | 10 | 7 | -1 | -1 | 4
O=C(NCc1cccnc1)C(=O)NCC(c1ccco1)N1CCN(c2ccc(F)cc2)CC1 (stereo not given) | 20 | -1 | -5 | 3 | 4 | -4 | -1 | 1 | 6

New compounds follow:
SMILES | Tb hexokinase | p97 ATPase inh | Furin inhibitor | RBBP9 inhibitor | PGE2 EP2 inh | PPC-1+TRAIL kill | NCF1 inh | Ba/F3 V617F tox | BaF3 tox
Cn1c(-c2ccc3ccccc3n2)[n+](C)c2ccccc21 | -18 | 5 | -21 | -5 | 1 | 22 | -3 | 89* | 63*
COc1ccc(/C=C2\CCCc3c2nc2ccccc2c3C(=O)O)cc1OC | 6 | 2 | -2 | 7 | 8 | -16 | -4 | 4 | 1
COc1ccc(CNC(=O)CSc2nnnn2-c2ccccc2)cc1 | 2 | 4 | -1 | -2 | 9 | -13 | -71 | -1 | 10
COc1ccccc1CNc1nc2nc(C)c(Cl)c(=O)n2[nH]1 | -1 | 9 | -2 | -1 | 7 | -14 | -2 | -5 | 0
Cc1cccc(OCCCC(=O)Nc2ccc(N(C)C)cc2)c1 | -1 | 0 | -15 | 18* | 5 | 8 | -4 | -8 | 2
C/C(=N\NC(=O)c1ccc(Cn2cc([N+](=O)[O-])cn2)o1)c1cccc(NC(=O)c2cccnc2)c1 | -2 | 3 | -30 | -6 | 20 | 3 | -2 | -2 | 3
C/C(=N\NC(=O)COc1ccccc1F)c1cc2ccccc2o1 | 13 | 0 | -4 | -7 | 13 | 10 | -2 | 0 | 8
CCc1nnc(NC(=O)C2CCN(S(=O)(=O)Cc3ccccc3)CC2)s1 | 5 | 1 | -21[20 µM] | 0 | · | 12 | -9 | -2 | 9
Cn1c(CCN2CCOCC2)nc2cc(NS(=O)(=O)c3ccccc3)ccc21 | -9 | 2 | -16 | -11 | 8 | 4 | 13 | -1 | 2
Cc1nnc2sc(-c3ccncc3)nn12 | 1 | -2 | -26 | -6 | 5 | 7 | -12 | -1 | 4
O=C(NCc1ccccc1)N1CCn2c(nc3ccccc32)C1 | -1 | 2 | -28[20 µM] | -5 | 7 | 0 | -9 | 0 | 5
Cn1nnnc1SCc1ccc(CSc2nnnn2C)cc1 | 1 | 0 | -33 | 1 | 11 | 4 | -2 | 1 | 7
N#CCOc1ccc(C2=NO[C@@H]3[C@@H]4C[C@@H]([C@H]5C(=O)N(c6ccc7c(c6)OCO7)C(=O)[C@@H]45)[C@H]23)cc1 | -11 | 5 | -13 | -11 | 9 | 14 | -30 | 0 | 4
O=C(O)c1cccc(N2C(=O)/C(=C/c3ccc([N+](=O)[O-])cc3)C=C2c2ccccc2)c1 | 13 | -6 | 4 | -5 | 7 | 8 | -43 | 6 | 12
COc1ccc(-c2cc(NCc3ccccn3)n3ncnc3n2)cc1 | -12 | 6 | -20 | -9 | · | -10 | -29 | -3 | 1
CCN(C)Cc1c(C(=O)N2CCc3ccccc3C2)nc2ccc(Cl)cn12 | -12 | 0 | -26 | -6 | 4 | 24 | -7 | 1 | 0
Cc1ccn2c(Nc3ccccc3C)c(-c3ccccn3)nc2c1 | -3 | 1 | -25 | -3 | 14 | 18 | 1 | -2 | 0
Cc1nnc2sc(-c3ccc(NC(=O)c4ccc(-c5ccc(Br)cc5)o4)cc3)nn12 | -14 | 2 | -16[20 µM] | -4 | · | · | · | 0 | 5
COc1ccccc1C(=O)Nc1ccc(C(=O)O)cc1 | 0 | 7 | -26[20 µM] | 5 | 4 | 5 | 4 | -1 | 4
Oc1ccc(N=C/C=C/c2cccc(Br)c2)cc1-c1nc2ccccc2s1 | -14 | 5 | -10 | 6 | 10 | 11 | -6 | -3 | 1
CN(C)CCNC(=O)c1onc(CSc2ccc(F)c(F)c2)c1C(=O)NCCN(C)C | -1 | · | -32 | · | 8 | 9 | -6 | · | ·
COc1ccc(Br)cc1CNC(=O)Cc1c(C(=O)O)[nH]c2ccc(Cl)cc12 | 8 | 2 | -21 | -9 | 3 | -11 | 15 | 2 | 3
O=c1c(C(c2ccc(F)cc2)c2c(O)nc3n(c2=O)CCCS3)c(O)nc2n1CCCS2 | -6 | 5 | -14 | -5 | 11 | 6 | -11 | -4 | 2
CCn1c2ccccc2c2cc(NS(=O)(=O)c3ccc(C)cc3)ccc21 | 4 | 10 | -17[20 µM] | -3 | 10 | 15 | -34 | -2 | -2
Cc1nc(C)c(C(=O)C2=C(O)C(=O)N(CCN3CCOCC3)C2c2ccco2)s1 (stereo not given) | -15 | -8 | -33[20 µM] | -12 | 4 | -10 | -15 | 6 | 2
SMILES | Tb hexokinase | p97 ATPase inh | Furin inhibitor | RBBP9 inhibitor | PGE2 EP2 inh | PPC-1+TRAIL kill | NCF1 inh | Ba/F3 V617F tox | BaF3 tox
CC(C)(C)c1cc(C(=O)O)c(CN2CCCCC2)o1 | 4 | 2 | -4 | -10 | 9 | 7 | -2 | 3 | 6
O=C1O/C(=C\c2ccccc2)c2ccccc21 | 1 | 1 | -1 | -6 | 5 | -13 | -12 | -1 | 3
O=C(N/C(=C\c1ccc(Cl)cc1)C(=O)N1CCOCC1)c1ccc([N+](=O)[O-])cc1 | -8 | 3 | -6 | 1 | 4 | -19 | -3 | -3 | 1
COc1ccc(NC(=O)/C=C/c2ccc(Br)o2)cn1 | -25 | 3 | -18 | 0 | 6 | -12 | -15 | 0 | 6
CCOC(=O)C1=C(C)Nc2nc(SC)nn2C1c1ccc(C(=O)OC)cc1 (stereo not given) | 48 | 2 | -4 | 3 | 8 | 17 | -13 | -3 | 3
CC(=O)Nc1ccc(OCC(=O)NC(C)c2ccc(F)cc2)cc1 (stereo not given) | -1 | 1 | -12 | -11 | 6 | 26 | 4 | -1 | 3
O=C(Nc1c(Cl)ccc2nsnc12)c1cccnc1 | -12 | -2 | -9 | -7 | 4 | 0 | -7 | 2 | 7
COc1ccccc1/C=C/C=C1\Oc2c(ccc(O)c2CN(C)C)C1=O | -22 | 0 | 5 | -9 | 14 | 20 | -60 | -1 | 1
COc1ccc(/C=N/c2c(-c3ccco3)nc3ccccn23)cc1OC | -15 | 2 | -74[20 µM] | 0 | 11 | 18 | -8 | -3 | 8
O=C(Nc1ccccc1)C1=C(O)CC(c2ccco2)CC1=Nc1ccccc1 (stereo not given) | 2 | -1 | -19 | -3 | 5 | 20 | 2 | 1 | 4
Cc1ccc(CSc2ccc(-c3ccc4c(c3)OCO4)nn2)cc1 | -5 | -6 | -20 | -11 | 7 | 19 | -8 | 3 | 3
O=C(COC(=O)c1cc(-c2cccs2)nn1-c1ccccc1)Nc1cc([N+](=O)[O-])ccc1Cl | -3 | 2 | -7 | -7 | 5 | -9 | -6 | 0 | 5
